D1 PAM: Potentiators of Human D1 Dopamine Receptor: qHTS. 360,000 tested, 0.036% active. HEK293 TREx D1 cells, calcium flux, dopamine EC20 potentiation. potentiation, % at 10 µM. AID 504651, 2011; in the data active means potentiation above about 30%; further: 0% is about no effect
RXFP1 antag: qHTS Assay for Antagonists of the Relaxin Receptor RXFP1 | Relaxin receptor 1 (Homo sapiens), Q9HBX9 | HEK293-RXFP1, relaxin-stimulated cAMP HTRF, 30 min; active compounds read low | activity change, negative = inhibition, % at 57.5 µM | 350,000 tested, 0.59% active;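 active means activity change of -60% or lower, but not beyond a set lower limit; inconclusive means change between -60% and -40%, or beyond the set limit; inactive means change above -40%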; further: on the % scale 0 is the no-effect control and ±100 the full control effect
D2 antag: HTS Assay for Allosteric Antagonists of the Human D2 Dopamine Receptor: Primary Screen for Antagonists; D(2) dopamine receptor (Homo sapiens), P14416; HEK293 TREx D2 cells, calcium flux, dopamine EC80; inhibition, % at 10 µM; 340,000 tested, 2% active; in the data active means inhibition above about 30%; further: 0% is about no effect
Target sequence (P14416 whole entry, looked up): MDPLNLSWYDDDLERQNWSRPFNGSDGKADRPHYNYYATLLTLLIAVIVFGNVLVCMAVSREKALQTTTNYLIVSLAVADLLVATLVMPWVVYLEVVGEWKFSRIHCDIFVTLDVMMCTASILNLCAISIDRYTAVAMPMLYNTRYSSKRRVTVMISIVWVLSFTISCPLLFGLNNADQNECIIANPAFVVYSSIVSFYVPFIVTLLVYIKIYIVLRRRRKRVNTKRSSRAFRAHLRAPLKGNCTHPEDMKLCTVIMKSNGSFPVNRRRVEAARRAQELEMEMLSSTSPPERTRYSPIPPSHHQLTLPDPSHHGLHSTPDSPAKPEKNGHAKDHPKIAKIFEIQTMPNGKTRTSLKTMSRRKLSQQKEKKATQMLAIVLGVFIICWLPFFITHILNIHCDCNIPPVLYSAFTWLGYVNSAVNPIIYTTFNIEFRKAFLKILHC
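Compounds are added to dye-loaded, induced HEK293 T-REx cells coupled to calcium release via D2; after a 3 min kinetic read an EC80 dopamine stimulus is given and fluorescence is recorded for 3 more min.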
D2 potentiator: HTS Assay for Positive Allosteric Modulators of the Human D2 Dopamine Receptor: Primary Screen for Potentiators; D(2) dopamine receptor (Homo sapiens), P14416; HEK293 T-REx D2, calcium flux, EC20 dopamine potentiation; potentiation, % at 10 µM; 340,000 tested, 0.34% active; AID 485347, 2010;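 active means potentiation over 3 SD above the plate norm, cut at about 30% in these data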; further: 0% is about no effect
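Tetracycline-induced Hek293 Trex D2 cells, force-coupled to calcium, loaded with no-wash calcium dye. Compound added with 180 s kinetic read for agonism, then EC20 dopamine and a further 180 s read for potentiation.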
TRHR enhancer: qHTS for Small Molecule Agonists and Allosteric Enhancers of Human TRH Receptor: Primary Screen for Enhancers. 360,000 tested, 0.66% active. TRHR cells, fluo-8 calcium fluorescence, EC20 TRH enhancement. enhancement, % at 2 µM. Thyrotropin-releasing hormone receptor (Homo sapiens), P34981; in the data active means enhancement above about 30%; further: 0% is about no effect
Target sequence (P34981 whole entry, looked up): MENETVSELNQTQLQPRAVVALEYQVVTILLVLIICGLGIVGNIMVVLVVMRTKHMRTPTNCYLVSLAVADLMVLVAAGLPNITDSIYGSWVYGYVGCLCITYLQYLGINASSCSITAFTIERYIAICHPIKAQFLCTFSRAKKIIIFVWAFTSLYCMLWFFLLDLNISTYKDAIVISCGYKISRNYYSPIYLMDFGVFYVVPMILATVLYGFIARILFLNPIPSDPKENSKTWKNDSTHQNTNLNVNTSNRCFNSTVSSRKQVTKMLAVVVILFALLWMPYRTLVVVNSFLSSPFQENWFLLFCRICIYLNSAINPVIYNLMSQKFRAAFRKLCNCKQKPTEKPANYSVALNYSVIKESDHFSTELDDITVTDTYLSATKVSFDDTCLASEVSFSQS
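TRHR-expressing cells loaded with fluo-8 calcium dye were read kinetically (ex 480/em 530) during compound addition, then stimulated with an EC20 of TRH (10 nM final). Enhancement of the Gq-mediated intracellular calcium response was scored.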
D2 ag: HTS Assay for Allosteric Agonists of the Human D2 Dopamine Receptor: Primary Screen for Agonists | D(2) dopamine receptor (Homo sapiens), P14416 | activation, % at 2 µM | HEK293 T-REx D2 cells, calcium flux agonist mode | 340,000 tested, 0.53% active;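 active means activation over 3 SD above normal in the single-dose calcium agonist read, cut at about 30% in these data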; further: 0% is about no effect
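HEK293 Trex D2 cells, tetracycline-induced, o/n 30 C 5% CO2; no-wash Ca dye, RT 30–90 min; 10-cycle baseline, 23 nl cpd added, kinetic Ca read 180 s; agonist hits = positive Ca response.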
D1 antagonist: Antagonist of Human D 1 Dopamine Receptor: qHTS; HEK293 TREx D1 cells, calcium flux, dopamine EC80; active compounds read low; activity change, negative = inhibition, % at 10 µM; 360,000 tested, 3.2% active; in the data active means activity change below about -30%; further: on the % scale 0 is the no-effect control and ±100 the full control effect
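Using tetracycline-induced force-coupled D1 Hek293 cells and a calcium dye, signals were followed for 180 s after compound, then for 180 s after EC80 dopamine, to detect inhibitors.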
D1 ag: Allosteric Agonists of the Human D1 Dopamine Receptor: qHTS. D(1A) dopamine receptor (Homo sapiens), P21728. HEK293 T-REx D1 cells, calcium flux, agonist mode. activation, % at 2 µM. 360,000 tested, 1% active. AID 504660, 2011; in the data active means activation above about 30%; further: 0% is about no effect
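Tetracycline-induced HEK293 TREx D1 cells, force-coupled to calcium signalling, were dye-loaded with a no-wash calcium kit. Compound was pin-added after a 10 s baseline. Fluorescence was read kinetically at 1 cycle/s for 180 s, with calcium rises flagged as agonism.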
RXFP1 ag: qHTS Assay for Agonists of the Relaxin Receptor RXFP1; HEK293T-RXFP1 cAMP TR-FRET, 30 min; response scale: percent of porcine relaxin response, buffer zero; Potency, µM (titrated, usually from 57.5 µM), without a hit: at the highest dose activation, hits mostly activators; 370,000 tested, 0.3% active; AID 2676, 2010; active means well fitted activation curve with a large enough effect; inconclusive means small, poorly fitted or top-dose-only effect; further: potency means the concentration at half of the fitted maximal effect; on the % scale 0 is the no-effect control and ±100 the full control effect; nearly all actives have a fitted effect of over 60% in size; many of its hits are not listed in these tables
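HEK293T cells stably expressing RXFP1 were pretreated with the PDE4 inhibitor Ro 20174, exposed to compounds for 30 min at 37C, lysed, and cAMP was read by TR-FRET. Data normalized to buffer (basal) and 29 nM porcine relaxin (100%).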
* hit, by the source's call; ? = inconclusive; . = no result given. Some of the compounds tested; count on the stated rates, not on these rows.

Sample of the layout:
SMILES	D1 PAM	RXFP1 antag	D2 antag	D2 potentiator	TRHR enhancer	D2 ag	D1 antagonist	D1 ag	RXFP1 ag
Oc1cc2c(cc1CN1CCN(c3cccc(C(F)(F)F)c3)CC1)CCC2	-1	-6	56*	-22	-3	-1.0	14	1	1.1%
Cc1ccc(C)c(S(=O)(=O)NCCCc2ccccc2)c1	-6	0	10	.	0	2.4	-13	2	-1.0%
CCCNC(=O)CCc1nnc2ccc(N3CCC(C)CC3)nn12	0	-1	-16	1	4	-0.2	-5	1	10%
Brc1ccc(CN2CCN(Cc3c[nH]c4ccccc34)CC2)cc1	-7	?	-28	-26	6	1.1	14	15	-0.1%
Cc1ccc(NC(=O)c2csnn2)c(C)c1	16	-4	-24	-1	0	1.1	8	1	0.4%
Cc1ccc(-c2c[n+](CC(=O)Nc3ccccc3)c3n2CCC3)cc1	1	-1	8	-29	-3	-0.6	-5	3	0.0%
COc1ccccc1-c1ccc2nnc(SCC(=O)N3CCCC3)n2n1	0	9	15	6	7	-0.4	2	2	3.6%
COc1cc(OC)c(NC(=O)Cn2c(=O)cc(C)c3c(C)nn(-c4ccc(C)cc4)c32)cc1Cl	0	0	.	-8	6	0.4	-7	-1	1.2%
CC(=O)Nc1ccc(NC(=O)C(C)OC(=O)CCN=C2NS(=O)(=O)c3ccccc32)cc1 (stereo not drawn)	2	-9	-8	1	-2	0.2	6	5	2.3%
CCC(=O)Nc1sc2c(c1C(N)=O)CCC2	1	9	-13	-18	3	-1.0	3	1	0.8%

The listing, repeating the preview:
SMILES	D1 PAM	RXFP1 antag	D2 antag	D2 potentiator	TRHR enhancer	D2 ag	D1 antagonist	D1 ag	RXFP1 ag
Oc1cc2c(cc1CN1CCN(c3cccc(C(F)(F)F)c3)CC1)CCC2	-1	-6	56*	-22	-3	-1.0	14	1	1.1%
Cc1ccc(C)c(S(=O)(=O)NCCCc2ccccc2)c1	-6	0	10	.	0	2.4	-13	2	-1.0%
CCCNC(=O)CCc1nnc2ccc(N3CCC(C)CC3)nn12	0	-1	-16	1	4	-0.2	-5	1	10%
Brc1ccc(CN2CCN(Cc3c[nH]c4ccccc34)CC2)cc1	-7	?	-28	-26	6	1.1	14	15	-0.1%
Cc1ccc(NC(=O)c2csnn2)c(C)c1	16	-4	-24	-1	0	1.1	8	1	0.4%
Cc1ccc(-c2c[n+](CC(=O)Nc3ccccc3)c3n2CCC3)cc1	1	-1	8	-29	-3	-0.6	-5	3	0.0%
COc1ccccc1-c1ccc2nnc(SCC(=O)N3CCCC3)n2n1	0	9	15	6	7	-0.4	2	2	3.6%
COc1cc(OC)c(NC(=O)Cn2c(=O)cc(C)c3c(C)nn(-c4ccc(C)cc4)c32)cc1Cl	0	0	.	-8	6	0.4	-7	-1	1.2%
CC(=O)Nc1ccc(NC(=O)C(C)OC(=O)CCN=C2NS(=O)(=O)c3ccccc32)cc1 (stereo not drawn)	2	-9	-8	1	-2	0.2	6	5	2.3%
CCC(=O)Nc1sc2c(c1C(N)=O)CCC2	1	9	-13	-18	3	-1.0	3	1	0.8%
CCOC(=O)c1cc(-c2ccc(C)cc2)n(CCC(=O)NCCc2ccc(C)cc2)c1C	-6	.	.	10	-6	0.5	-16	14	4.9%
COc1ccc(-c2c(C)sc(NC(=O)c3ccnn3C)c2C#N)cc1	-3	-6	2	2	-4	-4.6	-5	14	5.1%
O=C(Cc1ccc(Cl)cc1Cl)Nc1ccc(OC(F)F)c(Cl)c1	-1	-25	-2	-3	12	0.9	-24	14	0.0%
CCOC(=O)CN(C(=O)c1snc(C(N)=O)c1N)C(C(=O)NCCC(C)C)c1ccc(F)cc1 (stereo not drawn)	6	1	-4	2	12	1.0	6	3	-0.2%
Cc1ccc(N2CCN(/N=C/c3cccs3)CC2)cc1	0	2	-1	-1	2	1.3	4	4	-0.3%
Cc1c2cnn(CC(=O)NCc3ccc(Cl)cc3)c(=O)c2c(C)n1Cc1ccc(F)cc1	-1	-14	.	8	-9	-0.6	3	0	7.3%
CN(C)/C=C/C(=O)c1cnc(-c2ccccc2)s1	8	-3	8	6	7	0.5	4	1	0.5%
CCOc1ccc(C2CC(c3ccccc3C)n3nc(N)nc3N2)cc1 (stereo not drawn)	-1	-28	-26	2	1	-0.3	13	3	0.8%
CNCCCCOc1ccccc1-c1ccccc1	-6	.	-16	-31	10	0.9	-48*	38*	0.1%
CC(=O)NC(CC(=O)Nc1nc(-c2ccccc2)c(C(C)=O)s1)c1ccccc1 (stereo not drawn)	-5	-9	4	14	7	0.0	-1	2	9.8%
C=CCc1cc(/C=C2/NC(=O)N(CC(=O)OC)C2=O)cc(OC)c1O	-1	-13	-16	-1	-4	0.6	2	3	-1.5%
COc1ccccc1NS(=O)(=O)c1cccc(C(=O)N/N=C(\C)c2cccnc2)c1	-1	6	-41	-3	3	-1.3	-1	0	-2.2%
COc1ccc(Nc2nc(N)c3ccccc3n2)c(OC)c1	-7	7	1	-18	1	-0.2	-37*	1	-0.7%
O=S(=O)(Nc1ccccc1Cl)c1ccc(F)cc1	4	1	-8	-2	7	-0.1	0	1	2.3%
COc1ccc(C(=O)/C=C/c2cn(CC(O)CN3CCCCCC3)c3ccccc23)cc1OC (stereo not drawn)	-2	.	.	.	-9	0.8	4	15	-2.5%
CCOC(=O)C1=C(C)NC(=O)NC1c1cn(-c2ccccc2)nc1-c1ccc(OCC)cc1 (stereo not drawn)	3	.	.	.	14	-1.5	-2	2	2.0%
COc1ccc(CCNC(=O)/C(=C/c2cccnc2)NC(=O)c2ccccc2)cc1	-2	?	-5	-7	3	0.4	3	0	0.8%
CCCc1cc(=O)[nH]c(SCc2ccc(Cl)cc2)n1	-2	-3	0	-2	-2	1.1	-1	2	-2.2%
Cc1cc(C)c(-c2cc(NC(=O)CSc3nncn3C)n(-c3ccccc3)n2)cc1C	-4	-14	-2	-20	4	-0.3	8	-2	-1.5%
CCC(=O)NCCCCNC(=O)CC	0	17	-11	0	13	0.1	1	3	-0.4%
CC(=O)C1C(=O)c2c(cccc2[N+](=O)[O-])C1=Nc1ccccc1C (stereo not drawn)	-1	.	15	0	-2	0.4	3	10	1.0%
Cc1[nH]c2ccccc2c(=O)c1SC(F)(F)C(F)C(F)(F)F (stereo not drawn)	-10	-35	-3	-8	1	0.3	6	3	-1.3%
CCOC(=O)CN1CC23C=CC(O2)C(C(=O)Nc2ccc(OCC)cc2)C3C1=O (stereo not drawn)	-4	.	21	-5	-8	-0.5	-1	1	1.6%
CCN(CC)CCn1c(-c2ccccc2)csc1=Nc1ccccc1	-3	-20	.	-19	2	.	5	3	0.0%
CCc1ccc(NC(=O)COC(=O)c2ccc(Cl)c(S(=O)(=O)N3CCCCCC3)c2)cc1	0	2	18	7	-5	0.2	0	0	-0.7%
CC(=O)N1c2ccccc2CC1C(=O)N1CCN(c2ccccc2)CC1 (stereo not drawn)	0	1	.	17	11	1.4	16	-1	-0.6%
CSc1ccc(/C=C(/NC(=O)c2ccco2)C(=O)N2CCCCCC2)cc1	5	-14	7	0	10	1.0	5	7	2.4%
CC1CC(C)CN(C(=O)c2ccc3c(=O)n(Cc4ccc5c(c4)OCO5)c(=S)[nH]c3c2)C1 (stereo not drawn)	4	-19	-3	16	-3	1.7	11	3	2.5%
CCCCOc1ccc(C(=O)NCC2(c3ccc(OC)cc3)CCOCC2)cc1	-5	-13	-17	8	-1	-1.4	-25	0	0.7%
CS(=O)(=O)c1ccc(Cl)c(NC(=O)COC(=O)CNC(=O)c2ccc(Br)o2)c1	-6	-7	3	-12	3	0.8	-15	1	-1.2%

An excerpt of these results, comma-delimited:
smiles,D1 PAM,RXFP1 antag,D2 antag,D2 potentiator,TRHR enhancer,D2 ag,D1 antagonist,D1 ag,RXFP1 ag
CC(=O)N1c2ccccc2CC1C(=O)N1CCN(c2ccccc2)CC1 (stereo not drawn),0,1,.,17,11,1.4,16,-1,-0.6%
CSc1ccc(/C=C(/NC(=O)c2ccco2)C(=O)N2CCCCCC2)cc1,5,-14,7,0,10,1.0,5,7,2.4%

More compounds
SMILES	D1 PAM	RXFP1 antag	D2 antag	D2 potentiator	TRHR enhancer	D2 ag	D1 antagonist	D1 ag	RXFP1 ag
O=C(COC(=O)CCSc1ccc(Cl)cc1)NCc1ccco1	-4	-9	12	2	4	-2.0	.	2	-1.5%
O=C(CSc1nnc2c(Cl)cc(Cl)cn12)N1CCOCC1	-2	0	-1	-3	1	-1.0	-4	1	0.3%
COc1ccc(C2C(C(=O)Nc3cccnc3)=C(C)Nc3nc(-c4cccs4)nn32)cc1OC (stereo not drawn)	10	-12	17	-15	1	-0.2	-11	-1	0.5%
NC(=O)c1ccc(-n2nnnc2SCC(=O)Nc2ccccc2F)cc1	-1	-10	-11	11	3	0.8	-3	3	0.3%
CCN(CCO)C(=O)c1ccc2oc(Cc3ccc(Cl)cc3)nc2c1	-2	4	2	3	-5	-0.7	5	3	0.9%
O=C1NC[C@H](c2ccccc2)N(CCc2cccc(F)c2)C1=O	0	.	28	3	-1	-0.8	-2	3	1.9%
O=C(N1CCCC1)N1CCN(S(=O)(=O)c2ccccc2)CC1	-7	-1	-20	6	-2	0.0	4	2	-1.2%
Cc1ccc2c(C(=O)CNc3nncs3)c(C)[nH]c2c1	-4	-4	-2	12	4	-1.0	3	0	-2.7%
C/C(=N\NS(=O)(=O)c1ccccc1)c1cccc(NC(=O)c2cccc(Cl)c2)c1	2	26	-4	8	9	-1.2	-1	3	1.9%
CCCCc1cc(=O)oc2cc(OCC(=O)N(CC)CC)c(Cl)cc12	-8	.	.	.	66*	.	5	3	2.0%
O=C(CS(=O)(=O)c1ccc(F)cc1)NCc1ccccc1	-2	0	34*	0	10	0.8	1	2	-2.0%
Cc1n[nH]c(=O)nc1N1CCN(c2ccccc2)CC1	-17	-1	1	3	6	-0.1	-13	1	-1.1%

High-throughput results (PubChem BioAssay)
